CaV13 FRET inh – Disruptors of the CACNA1D IQ motif to Ca2+-dependent inactivation inhibitor domain association, primary screening, Förster resonance energy transfer in intact living …; inhibition, % at 12.3 µM; AID 743397; actives 0.098% (n = 340,000); HEK cells, CFP/YFP FRET ICDI-IQ, plate reader, 10 min; percent FRET-ratio fall versus neutral wells;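 active = mean replicate inhibition of at least 30% and at least 1% of replicates passing that level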;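 note: 0% = median of the neutral control wells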
Peg3 prom inh – Peg3 promoter-driven luciferase inhibitors, primary screen, cell-based, HeLa, luciferase luminescence; AID 588405, 2011; actives 1.7% (n = 360,000); inhibition, % at 20 µM; HeLa PEG-Prom luciferase reporter, overnight;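 active = inhibition of at least 50% at 20 µM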
PDI inh – inhibitors of human PDI, primary screen, biochemical, turbidity, single point, plate reader | Protein disulfide-isomerase (Homo sapiens), P07237 | PDI insulin aggregation turbidity, A650, 90 min | inhibition, % at 10 µM | actives 0.052% (n = 350,000) | AID 588391, 2011;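 active = mean inhibition across replicates of 30% or more, whatever share of single replicates reach that level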;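 note: absorbance from insulin aggregation driven by PDI reduction with DTT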
Target sequence (P07237 whole entry, looked up): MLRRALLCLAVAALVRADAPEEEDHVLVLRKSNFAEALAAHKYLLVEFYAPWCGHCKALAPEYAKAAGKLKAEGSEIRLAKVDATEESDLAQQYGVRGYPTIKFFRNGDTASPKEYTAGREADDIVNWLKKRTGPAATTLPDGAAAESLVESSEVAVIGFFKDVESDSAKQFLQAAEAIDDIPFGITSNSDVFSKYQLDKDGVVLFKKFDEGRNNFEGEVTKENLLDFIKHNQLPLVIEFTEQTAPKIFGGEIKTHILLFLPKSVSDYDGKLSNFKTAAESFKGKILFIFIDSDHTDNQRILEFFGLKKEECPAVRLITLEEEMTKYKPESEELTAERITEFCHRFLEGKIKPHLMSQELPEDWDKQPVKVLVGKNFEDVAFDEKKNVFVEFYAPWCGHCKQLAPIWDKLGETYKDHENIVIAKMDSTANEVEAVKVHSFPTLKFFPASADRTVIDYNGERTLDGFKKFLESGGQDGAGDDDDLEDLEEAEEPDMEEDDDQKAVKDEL
Vif imaging – HIV Vif self-association inhibitors, primary screen, imaging, HEK293T, single point; actives 0.35% (n = 340,000); inhibition, % at 7.49 µM; HEK293T cells, Vif self-association by quenched fluorescence, 24 h; in the data active = inhibition above about 50%, passing the limit was not always enough; note: some results filed as inactive read as strong as hits
NR2E3 ag-1 – NR2E3 agonists in two-hybrid cells, primary screen, cell-based, luminescence, CHO-S, Gal4-NCOR/VP16-NR2E3; Photoreceptor-specific nuclear receptor (Homo sapiens), Q9Y5X4; luciferase; inhibition of corepressor binding, % at 3.98 µM; actives 0.35% (n = 360,000); AID 602229, 2012;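 active = inhibition above the mean of all tested compounds plus 3 SD, cut at about 70% in these data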;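 note: 0% = DMSO with NR2E3 transfected cells and 100% = cells lacking NR2E3 construct; higher means lower luciferase signal from less NR2E3 corepressor binding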
Target sequence (Q9Y5X4 whole entry, looked up, the tested form may be a part): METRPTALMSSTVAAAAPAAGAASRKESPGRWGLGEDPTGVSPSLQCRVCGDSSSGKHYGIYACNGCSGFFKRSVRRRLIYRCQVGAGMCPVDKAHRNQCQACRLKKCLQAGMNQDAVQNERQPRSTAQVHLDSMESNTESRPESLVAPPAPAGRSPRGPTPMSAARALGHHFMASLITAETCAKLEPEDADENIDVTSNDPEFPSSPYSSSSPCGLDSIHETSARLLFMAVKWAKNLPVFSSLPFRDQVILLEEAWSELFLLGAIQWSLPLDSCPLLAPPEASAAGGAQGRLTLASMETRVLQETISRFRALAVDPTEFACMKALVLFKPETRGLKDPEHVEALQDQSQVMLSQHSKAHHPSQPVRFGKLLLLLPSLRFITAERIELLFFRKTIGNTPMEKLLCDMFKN
TRPM1 prom inh – inhibitors of MITF-dependent TRPM1 promoter reporter, primary screen, cell-based, SK-MEL-5, single point, luciferase; SK-MEL-5 TRPM1 promoter luciferase, 24 h; inhibition, % at 12.5 µM; actives 0.83% (n = 330,000); AID 488899, 2010;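 active = mean inhibition across replicates of 60% or more, whatever share of single replicates reaches that level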; note: values of inactives mirror those of a sister screen read the other way
CF NFkB inh – inhibitors of PAF-induced NF-kB signaling, primary screen, cell-based, GFP fluorescence, uHTS; actives 0.86% (n = 360,000); AID 588850, 2011; inhibition, % at 5 µM; KKLEB NF-kB-GFP reporter, GFP fluorescence overnight;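 active = at least 50% inhibition at 5 µM, scaled per plate between neutral and stimulator controls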;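 note: PAF is a Pseudomonas aeruginosa culture filtrate used as stimulus; plate controls were PAF-stimulated DMSO wells for no effect and unstimulated DMSO wells for full effect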
NR2E3 ag-2 – inhibitors of NR2E3-RetCOR corepressor binding, primary screen, NR2E3 agonist project, biochemical, TR-FRET, GST-NR2E3, biotin-RetCOR; Photoreceptor-specific nuclear receptor (Homo sapiens), Q9Y5X4; 1536-well; inhibition of corepressor binding, % at 4.78 µM; actives 0.12% (n = 320,000); AID 2300, 2010;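 active = percent inhibition above the cutoff of mean plus 3 SD of all tested compounds, set per screening campaign, cut at about 20% in these data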;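 note: 0% = DMSO wells and 100% = biotin wells as full block of FRET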
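Test system: GST-NR2E3 and biotin-RetCOR proteins | Quantity: 1.35 nM GST-tagged NR2E3 final | Medium: Tris pH 7.5 | Also added: 7 nM biotin-RetCOR | Dosing: Compound at 4.8 µM, single dose | Timing: 5 h at 4 °C | Detection: Time-resolved FRET | Read-out basis: Percent inhibition | Benchmarks: Biotin wells as high control, 0.6% DMSO wells as low control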
HIF-2a inh – HIF-2a reporter inhibitors, primary screen, luminescence, 786-0 RCC cells. 786-0 RCC cells HIF-2a reporter, luciferase luminescence, overnight. inhibition, % at 18.8 µM. actives 0.72% (n = 360,000). AID 624352, 2012;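 active = inhibition of the luminescence signal of 40% or more relative to plate controls, in a single-dose primary screen at 18.75 µM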
KKLEB tox – cytotoxicity in KKLEB CF airway cells, primary screen, cytotoxicity control for CF NF-kB inhibitor project, cell-based, uHTS, fluorescence assay plates. KKLEB CF airway cells viability, ATPlite luminescence, overnight; hits give low values; cells stimulated with P. aeruginosa culture filtrate. activity change (cytotoxicity), % at 5 µM. actives 0.36% (n = 360,000);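 active = corrected activity change at or below -50% at 5 µM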
Shn3 inh set2 – reduction of Shn3 3'UTR firefly luciferase signal, primary screen, Schnurri-3 inhibitor project, cell-based, Clone20 osteoblasts, set 2; AID 588674, 2011; Clone20 osteoblast Shn3 3'UTR firefly luciferase, 24 h; inhibition, % at 12.5 µM; actives 0.52% (n = 360,000);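 active = mean inhibition of at least 75% with every replicate also reaching 75%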;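 note: 0% = median of neutral control wells and 100% = pilot-screen positive control compound; some compounds past the cut are filed as inactive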
* = called active by the depositor; · = no result given.

molecule | Shn3 inh set2 | HIF-2a inh | Vif imaging | CF NFkB inh | NR2E3 ag-2 | KKLEB tox | TRPM1 prom inh | Peg3 prom inh | CaV13 FRET inh | PDI inh | NR2E3 ag-1
Cc1ccc(S(=O)(=O)N[C@H](C(=O)N2CCC(C(=O)N[C@@H](CCC(N)=O)C(=O)O)CC2)C(C)C)cc1 | -17 | 7 | -7 | 30 | -2 | -13 | -6 | 4 | · | · | 5
CCc1nc2ccccc2c(C(=O)OCC(=O)Nc2cccc(S(=O)(=O)NC3=NCCCCC3)c2)c1C | 74 | 7 | -4 | -3 | 1 | 0 | 54 | 37 | 11 | 1 | -20
CCc1ccc(N/C(N)=N/c2nc(CSc3ccccn3)cc(=O)[nH]2)cc1 | 80 | 18 | -1 | -1 | 0 | -3 | 23 | 32 | 2 | -1 | -8
CCOc1ccc(C(=O)N2CCSC2=S)cc1 | -10 | 7 | 4 | 11 | 0 | 4 | 10 | 3 | -4 | 18 | -29
CCOc1ccc(CNc2ccc3c(c2)ncn3C)cc1 | -13 | -87 | -2 | -2 | 3 | -3 | -30 | -79 | -4 | 0 | -57
Cn1cc([N+](=O)[O-])c(C(=O)Nc2ccc3c(c2)OCCO3)n1 | -25 | -198 | 4 | 15 | 4 | 0 | -3 | -111 | -10 | -2 | -53
O=C(Cc1ccccc1F)Nc1ccc(S(=O)(=O)N2CCCC2)cc1 | -1 | -41 | -1 | -11 | · | -14 | -6 | -19 | -6 | -9 | 8
C=CCNC(=O)c1sc(SC)cc1-c1ccc(Cl)cc1 | 21 | 6 | -7 | 8 | 2 | -6 | -3 | 17 | -7 | 0 | -28
CCOC(=O)/C(C#N)=C/c1ccc(OC(=O)c2ccccn2)cc1 | 13 | 0 | 1 | -24 | -3 | -4 | -11 | -8 | -5 | 0 | 12
C=C(C)C(=O)OC1(C(F)(F)F)Oc2cc(C)ccc2NC1=O (configuration not stated) | 43 | 15 | 7 | 0 | 0 | 4 | 26 | 21 | -3 | 3 | 11
O=[N+]([O-])c1ccc(O)c(C=Nc2ccc3c(c2)OCCO3)c1 | -3 | -56 | -1 | 8 | 6 | 12 | 46 | -36 | -6 | -21 | -9
Cc1ccc(OCC(=O)Nc2cccc(S(=O)(=O)N3CCCCCC3)c2)c([N+](=O)[O-])n1 | 23 | 9 | 1 | -3 | 2 | -1 | 6 | 19 | 2 | 0 | -3
COc1cc(NC(=O)N2CCc3nc(Nc4cc(Cl)cc(Cl)c4)ncc3C2)cc(OC)c1OC | 10 | 4 | -13 | -7 | · | -3 | · | 40 | -4 | -2 | -20
CCCCCCCCCC(=O)N[C@H](CN1CCOCC1)[C@H](O)c1ccccc1 | 4 | -5 | -10 | 4 | 0 | -10 | -4 | 6 | -5 | 7 | 17
O=C(NCc1ccccc1)C(c1ccc(O)cc1)N(C(=O)Cn1nnc(-c2cccs2)n1)c1ccc2c(c1)OCCO2 (configuration not stated) | 9 | 6 | -2 | 6 | -1 | -3 | 11 | 29 | -7 | -4 | 1
O=C(COc1ccccc1)NCC(c1ccco1)N1CCN(c2ccccc2)CC1 (configuration not stated) | -44 | -8 | -2 | 12 | 0 | 2 | 3 | -10 | -1 | -6 | 19
O=C(COC(=O)C1CCN(S(=O)(=O)c2ccccc2C(F)(F)F)CC1)NCc1ccc(F)cc1 | -2 | 11 | 5 | 10 | -2 | 14 | -8 | 10 | -5 | -1 | -18
CCOC(=O)/C=C(\C)Sc1cc(=O)oc2ccccc12 | 33 | 3 | -3 | 37 | -1 | -34 | 19 | 13 | -5 | -5 | -2
O=C(O)C1C2C=CC(C2)C1C(=O)Nc1cccc(F)c1 (configuration not stated) | 1 | 18 | 0 | 18 | 4 | -16 | -2 | -8 | -4 | -2 | -2
COc1ccc(C(=O)Cn2c(Br)nc3c2c(=O)n(C)c(=O)n3C)cc1OC | -1 | 19 | -17 | -46 | 10 | 1 | 2 | 8 | · | 1 | -34

Next section.
molecule | Shn3 inh set2 | HIF-2a inh | Vif imaging | CF NFkB inh | NR2E3 ag-2 | KKLEB tox | TRPM1 prom inh | Peg3 prom inh | CaV13 FRET inh | PDI inh | NR2E3 ag-1
COc1ccc(/C=C2/SC(=S)N(NS(=O)(=O)c3ccc(C)cc3)C2=O)cc1 | -18 | 24 | -5 | 21 | 4 | -17 | -1 | 25 | -21 | 1 | -12
Nc1nsnc1C(=O)NCCO | -9 | 20 | -8 | 0 | 0 | -10 | -4 | 15 | -6 | 14 | -2
O=C(Nc1ccc2c(c1)OCO2)c1cc(C2CCCCN2C(=O)OCCF)on1 (configuration not stated) | -8 | -21 | -4 | 12 | · | -6 | · | -6 | -5 | -7 | -22
O=C(CNC(=O)c1ccco1)NCC(=O)OC(C(=O)c1ccccc1)c1ccc(Cl)cc1 (configuration not stated) | 8 | 13 | -3 | -34 | 1 | 4 | 8 | 11 | -8 | -5 | 4
Cc1n[nH]c(C)c1CCCCOc1ccccc1[N+](=O)[O-] | 60 | -13 | -28 | -4 | -2 | -2 | -6 | -7 | -20 | -2 | 37
Cc1cc(C)nc(SCCC(=O)N(C)C)n1 | -3 | 10 | · | 2 | 0 | -5 | 3 | -14 | -4 | 13 | 17
Cc1cccc(NC(=O)CCNC(=O)c2ccc(Br)cc2)c1C | -11 | 12 | -15 | 10 | · | 0 | 4 | -35 | -4 | 5 | -9
CNC(=O)NC(=S)NC(=O)c1cccc(Cl)c1 | -2 | 1 | -2 | -1 | 1 | 1 | -5 | 10 | 4 | -5 | -12
O=c1c(=O)n(CCO)n(CCO)c(=O)n1CCO | -4 | 17 | 7 | 7 | · | 2 | · | -7 | -3 | -31 | -6
O=C(NCCCNC(=O)c1cc(Cl)ccc1Cl)c1cnccn1 | 11 | 17 | -24 | 5 | 0 | 0 | -7 | 12 | -3 | 1 | -9
Cc1cc2nccc(-c3ccc(Cl)c([N+](=O)[O-])c3)n2n1 | 11 | 10 | -5 | -34 | -1 | 15 | 7 | 3 | -2 | -5 | -2
COc1cccc(CN2C(=O)[C@H]3Cc4c([nH]c5ccccc45)C(C)(C)N3C2=O)c1 | 28 | 12 | -5 | 22 | 0 | -12 | 5 | 41 | -12 | 0 | 11
CCNC(=S)NCCN1CCCCC1 | -1 | 8 | · | -5 | 0 | 2 | -9 | -12 | -6 | 8 | -15
CCOc1cc(C(=S)N2CCOCC2)ccc1OS(=O)(=O)c1ccccc1 | 18 | 2 | -18 | 4 | 2 | -8 | 0 | 22 | -6 | -5 | 18
O=C(Nc1ccn(-c2ccccc2)n1)c1ccc(S(=O)(=O)N2CCCCCC2)cc1 | 18 | 14 | -7 | -35 | 6 | 14 | -2 | 14 | · | -2 | 3
O=C(CNC(=O)N1CC(=O)Nc2ccccc21)NCCCc1ccccc1 | -4 | 13 | 0 | -13 | · | 21 | · | 11 | -5 | -2 | -18
Cc1ccc(Cl)cc1N1CCN(C(=O)C2CCN(S(=O)(=O)c3c(C)nn(C)c3C)CC2)CC1 | 32 | 9 | -21 | 12 | -1 | -13 | -4 | 51* | · | 30 | 29
N#Cc1cccnc1N1CCN(C(=O)c2cccc3c2C(=O)c2ccc(Cl)cc2S3(=O)=O)CC1 | 5 | 11 | 0 | 38 | 0 | -15 | 7 | 34 | -14 | -8 | -4
CCC1(c2ccccc2)NC(=O)N(CC(=O)NNC(=O)c2ccoc2C)C1=O (configuration not stated) | -21 | 5 | -3 | 9 | 2 | -7 | 9 | 2 | · | -1 | -2
CC(C)C[C@H](NC(=O)c1[nH]cnc1C(=O)N[C@@H](C)C(=O)OC(C)(C)C)C(=O)OCc1ccccc1 | 14 | 8 | · | 10 | 0 | -1 | 7 | 23 | -3 | 0 | 6

New compounds follow
molecule | Shn3 inh set2 | HIF-2a inh | Vif imaging | CF NFkB inh | NR2E3 ag-2 | KKLEB tox | TRPM1 prom inh | Peg3 prom inh | CaV13 FRET inh | PDI inh | NR2E3 ag-1
COc1ccc(N2CCN(C(=O)c3cc(-c4ccc(F)cc4)[nH]c3C)CC2)cc1 | 13 | 21 | -8 | -24 | · | 4 | 12 | 24 | -19 | -4 | -14
O=C(NC(=S)Nc1ccccc1Br)c1ccc2c(c1)OCO2 | -68 | -243 | 0 | 3 | 2 | 7 | -103 | -174 | -5 | 1 | -138
Nc1ccccc1-c1nc2ccccc2[nH]1 | -7 | -187 | -9 | -16 | 7 | 2 | -37 | -248 | -3 | -4 | -68
CN(C)C(=O)CSc1ccccc1C(=O)OCC(=O)NC1CC1 | -30 | 8 | 0 | -24 | 5 | 21 | 4 | -4 | -6 | 0 | 8
COCCNC(=O)c1ccccc1NC(=O)CCSc1ccccc1 | -7 | 12 | -1 | 18 | 1 | 17 | 5 | 4 | 9 | -5 | 21
Cc1ccc(S(=O)(=O)N(CC(=O)NCc2cccnc2)c2ccc(F)cc2)cc1 | -1 | 5 | -2 | 0 | 2 | -9 | -3 | 15 | -3 | -117 | 11
Cc1ccc(-n2c(=O)cc(NCc3cccnc3)[nH]c2=O)cc1 | 14 | 3 | 9 | 4 | -2 | 0 | 4 | 4 | -9 | 4 | 11
FC(F)(F)c1cccc(-n2cc(-c3ccccc3)[nH]c2=S)c1 | -5 | -76 | -8 | 2 | -2 | -25 | 1 | -21 | -19 | -3 | -16
Cc1cc(C)cc(NC(=O)N2CCN(C/C=C/c3ccccc3)CC2)c1 | 20 | 22 | -1 | -3 | -1 | -4 | 12 | 16 | -14 | -12 | -6
COc1cc(C)nc(Oc2ccc(=O)[nH]n2)n1 | 3 | 6 | -5 | -1 | 3 | 0 | 7 | 7 | -6 | -6 | 2
O=C(OCC(=O)c1ccc(S(=O)(=O)N2CCCC2)cc1)C1=COCCO1 | 9 | 2 | -7 | -6 | 4 | -2 | -1 | 0 | · | 3 | -13
CCOC(=O)c1c(C)n(-c2ccc(C)cc2)c2ccc(OCC(O)CNCCCO)cc12 (configuration not stated) | -1 | 17 | -1 | 12 | 0 | -15 | 70* | 105* | -4 | -6 | -3
O=C(NCc1nc2ccccc2[nH]1)C1=C[C@H](c2ccc(C(F)(F)F)cc2)C[C@H](OCCCCO)O1 | 11 | 17 | 10 | -7 | 4 | 12 | 20 | 17 | -4 | 1 | -7
